Screening results deposited in PubChem BioAssay by National Center for Advancing Translational Sciences (NCATS).
TDP1 cell CPT – growth inhibition of DT40 Tdp1-/-;hTDP1 cells with camptothecin (screen for TDP1 inhibitors); chicken DT40 Tdp1-/-;hTDP1 cells + 20 nM CPT, ATP luminescence, 48 h; Potency, µM (doses to about 46.2 µM), inactives show at the top dose activity change, negative = growth inhibition, usual class: inhibitors; 12% of 420,000 active; also: nearly all actives have a fitted effect of over 55% in size
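Chicken DT40 Tdp1-/- cells complemented with human TDP1, 400 cells/well, exposed to compounds plus 20 nM camptothecin for at least 48 h at 37 C; viability read as ATP content by CellTiter-Glo luminescence.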
TDP1 inh – blocks human tyrosyl-DNA phosphodiesterase 1; Q9NUW8; recombinant TDP1, AlphaScreen DNA substrate cleavage; Potency, µM (titrated, usually from 130 µM), for the others: at the highest dose activity change, negative = inhibition, usual class: inhibitors; 0.28% of 350,000 active; AID 485290; also: nearly all actives have a fitted effect of over 40% in size
Target sequence (Q9NUW8 whole entry, looked up): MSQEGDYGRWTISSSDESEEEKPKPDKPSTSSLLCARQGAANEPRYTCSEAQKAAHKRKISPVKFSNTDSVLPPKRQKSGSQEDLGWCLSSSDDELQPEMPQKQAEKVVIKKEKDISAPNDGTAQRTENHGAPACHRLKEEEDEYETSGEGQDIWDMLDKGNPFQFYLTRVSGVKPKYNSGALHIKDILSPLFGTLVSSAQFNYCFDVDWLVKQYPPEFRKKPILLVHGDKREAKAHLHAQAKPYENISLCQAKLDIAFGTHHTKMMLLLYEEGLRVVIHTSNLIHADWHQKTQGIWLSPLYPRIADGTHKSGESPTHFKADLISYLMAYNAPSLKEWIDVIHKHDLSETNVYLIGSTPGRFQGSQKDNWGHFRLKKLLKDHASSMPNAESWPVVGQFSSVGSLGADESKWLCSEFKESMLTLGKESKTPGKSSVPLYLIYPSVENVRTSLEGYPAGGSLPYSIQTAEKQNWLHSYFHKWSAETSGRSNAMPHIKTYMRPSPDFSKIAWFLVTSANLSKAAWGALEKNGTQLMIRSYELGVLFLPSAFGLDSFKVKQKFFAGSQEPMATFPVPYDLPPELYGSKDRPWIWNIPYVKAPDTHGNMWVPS
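AlphaScreen read-out: signal falls as enzyme removes the 3' tyrosine-FITC from a 5'-biotinylated DNA oligo (15 nM, 5 min, RT). Enzyme was E. coli-made recombinant Tdp1 at 1 nM, exposed to compound for 15 min beforehand; beads 10 ug/ml, 10 min.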
TDP1 cell noCPT – qHTS for Inhibitors of human tyrosyl-DNA phosphodiesterase 1 (TDP1): qHTS in cells in absence of CPT | DT40 Tdp1-/- hTDP1 cells, no CPT, ATP luminescence, 48 h | Potency, µM (top dose mostly 46.2 µM), without a hit: at the highest dose activity change, negative = growth inhibition, actives largely listed as inhibitors | 15% of 420,000 active; also: nearly all actives have a fitted effect of over 55% in size
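Compound effects on proliferation are scored in DT40 Tdp1-/-;hTDP1 cells in the absence of CPT. ATP levels (CellTiter-Glo luminescence) are recorded after a ≥48 hr, 37 °C incubation.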
The depositor's hits bear a star; ? = inconclusive; . = not tested or not shown; & = joins results of further samples; [ ] = dose if it differs, or a comment. Calls follow the shape of the dose curve; as a rule, active = well fitted curve in the direction sought with a large enough effect; inconclusive = small, poorly fitted or top-dose-only effect, or another doubt; inactive = no such curve, though single readings can be large; an effect the other way counts as inactive or inconclusive. % is scaled to controls: 0 for no effect and ±100 for the full control effect; potency is read from the fitted curve at half-maximal effect.

SMILES	TDP1 cell CPT	TDP1 inh	TDP1 cell noCPT
COc1ccc(N2C(=O)CC(N3CCN(S(=O)(=O)c4c(F)cccc4F)CC3)C2=O)cc1OC (centres undefined)	-4.2%	2.3%	-16.3%
O=C(N/N=C/c1ccco1)c1cccc(N2Cc3ccccc3C2)c1	-0.7%	.	-29.0%
CCc1cc(=O)oc2c(CN3CCCC3)c(O)c(Cl)cc12	-21.5%	9.3%	5.0%
Cc1ccc(S(=O)(=O)NC(C)C(=O)N2CCOCCOCCOCCOCC2)cc1 (centres undefined)	10.8%	3.2%	0.0%
COC(=O)C(=Cc1ccc(OCc2ccc([N+](=O)[O-])cc2)c(OC)c1)C(=O)OC	9.2µM*	7.9%	13µM*
CCn1c(=S)sc2c(=O)n(CC(=O)Nc3ccc(OC)c(Cl)c3)c(C)nc21	?	-1.3%	6.5%
CCOC(=O)c1c(NC(=O)Nc2ccc(F)cc2)sc2c1CCN(C)C2	-10.2%	0.0%	-11.7%
CN(C)CC/C=C1/c2ccccc2CSc2ccccc21	?	.	?
Cc1ccc(NC(=O)CCc2ccccc2)cc1C	-1.3%	.	-1.4%
CC(=O)c1cc(-c2ccccc2)n(CC(=O)N2CCCCC2)c1C	-22.4%	3.6%	-0.1%
CCN(CC)CCCNC(=O)c1ccc(CS(=O)(=O)c2ccccc2OC)o1	0.5%	.	25.0%
COc1ccc(CN2CCN(S(=O)(=O)c3ccccc3)CC2)c(OC)c1	?	-2.4%	14.6µM*
Cn1c(=O)c2c(nc(N3CCOCC3)n2C/C=C/c2ccccc2)n(C)c1=O	?	6.8%	?
Cn1ccnc1SCc1cc(=O)[nH]c2ccccc12	4.6%	1.0%	-19.2%
CCCCNC(=O)CNC(=S)N(CCCN1CCOCC1)Cc1cccs1	2.9%	1.2%	-2.0%

Reprinted at random: 6 records from the list.
SMILES	TDP1 cell CPT	TDP1 inh	TDP1 cell noCPT
CN(C)CC/C=C1/c2ccccc2CSc2ccccc21	?	.	?
CCCCNC(=O)CNC(=S)N(CCCN1CCOCC1)Cc1cccs1	2.9%	1.2%	-2.0%
CCn1c(=S)sc2c(=O)n(CC(=O)Nc3ccc(OC)c(Cl)c3)c(C)nc21	?	-1.3%	6.5%
COC(=O)C(=Cc1ccc(OCc2ccc([N+](=O)[O-])cc2)c(OC)c1)C(=O)OC	9.2µM*	7.9%	13µM*
COc1ccc(CN2CCN(S(=O)(=O)c3ccccc3)CC2)c(OC)c1	?	-2.4%	14.6µM*
Cn1ccnc1SCc1cc(=O)[nH]c2ccccc12	4.6%	1.0%	-19.2%

2 entries from above, with each value named:
Compound: CCc1cc(=O)oc2c(CN3CCCC3)c(O)c(Cl)cc12
  TDP1 cell CPT = -21.5%	TDP1 inh = 9.3%	TDP1 cell noCPT = 5.0%
Compound: CCn1c(=S)sc2c(=O)n(CC(=O)Nc3ccc(OC)c(Cl)c3)c(C)nc21
  TDP1 cell CPT = ?	TDP1 inh = -1.3%	TDP1 cell noCPT = 6.5%

Continued:
SMILES	TDP1 cell CPT	TDP1 inh	TDP1 cell noCPT
Cn1c(N)c(C(=O)COC(=O)CCOc2ccc(C(C)(C)C)cc2)c(=O)n(C)c1=O	-26.4%	-2.6%	-27.7%
Cc1cc(C)cc(OCCn2c(C3CC(=O)N(c4ccccc4Cl)C3)nc3ccccc32)c1 (centres undefined)	?	.	20.6µM*
O=C(Cc1ccccc1)N[C@@H](Cc1ccccc1)c1nc2ccccc2[nH]1	?	0.0%	23.1µM*
O=C(NCCCc1ccccc1)Nc1ccccc1	-17.0%	1.2%	-18.0%
CC1CCN(c2ccccc2NC(=O)c2ccc(C#N)cc2F)CC1	4.3%	-8.4%	-24.0%
CCN(C(=O)COC(=O)CNC(=O)c1cccc(C)c1)c1c(N)n(Cc2ccccc2)c(=O)[nH]c1=O	-3.3%	.	-0.6%
C/C(=N\NC(=O)CNc1ccccc1)c1ccccc1	1.3%	-2.4%	1.7%
Cc1ccccc1NC(=O)COC(=O)CNC(=O)c1sc2ccccc2c1Cl	-6.6%	5.6%	-1.7%
CNS(=O)(=O)c1cc(N(C)S(=O)(=O)c2ccc(C)cc2)c(C)cc1C	-10.0%	0.0%	-21.7%
O=C(Cc1ccc(Br)cc1)Nc1ccccc1N1CCCC1	?	8.1%	?
Cc1ccc(CNCc2cccnc2)s1	-2.3%	9.0%	-25.4%
CC1(c2nnc(Cc3ccccc3)o2)CC(c2cccc(F)c2)=NO1 (centres undefined)	-0.3%	-4.7%	-2.7%
O=C(/C=C/c1cc([N+](=O)[O-])ccc1OC(F)F)Nc1cccc([N+](=O)[O-])c1	0.8%	.	1.6%
Cc1ccc(NC(=O)c2cc(C)nc3ccccc23)cc1	5.5%	4.2%	-13.3%
COC(=O)c1sccc1NC(=O)Nc1cc(OC)ccc1OC	-28.2%	6.8%	-0.8%

Taken from the listing, two compounds:
SMILES	TDP1 cell CPT	TDP1 inh	TDP1 cell noCPT
Cn1c(N)c(C(=O)COC(=O)CCOc2ccc(C(C)(C)C)cc2)c(=O)n(C)c1=O	-26.4%	-2.6%	-27.7%
Cc1cc(C)cc(OCCn2c(C3CC(=O)N(c4ccccc4Cl)C3)nc3ccccc32)c1 (centres undefined)	?	.	20.6µM*

Continuation:
SMILES	TDP1 cell CPT	TDP1 inh	TDP1 cell noCPT
Cc1ccc(NC(=O)CSc2nc(N)cc(=O)[nH]2)cc1S(=O)(=O)N1CCCCCC1	8.3%	2.2%	-1.9%
CCCS(=O)(=O)NC(=O)C1(C)CCCN(C(=O)c2cc(F)ccc2C)C1 (centres undefined)	-3.3%	.	-8.0%
CCOc1ncccc1C(=O)OCC(=O)N(CC(C)C)c1c(N)n(Cc2ccccc2)c(=O)[nH]c1=O	-1.1%	0.2%	-8.6%
NC(=O)c1ccc[n+](CC(=O)c2ccc(NC(=O)c3ccccc3)cc2)c1	1.7%	.	-10.3%
C/C(=N\NC(=O)c1cccc(N/N=C(\C)c2ccccc2)c1)c1ccccc1	-0.8%	-2.3%	?
CN1CCN(c2cc(-c3ccc4ccccc4c3)nc3ccnn23)CC1	23.1µM*	.	?
C=C1SC(Nc2c(C)cccc2C)=NC12CCCCC2	?	5.7%	?
COc1ccc(Br)cc1CNC(=O)CSc1n[nH]c(-c2ccccc2)n1	13µM*	5.4%	20.6µM*
N=c1c2c(n(Cc3ccc(F)cc3)c3c1CCC3)CCCC2	0.82µM*	0.5%	1.03µM*
CCOc1ccc(NC(=O)c2ccc(NC(=O)COC(=O)c3ccc(NC(=O)CC#N)cc3)cc2)cc1	-19.3%	.	-0.5%
COc1cc(/C=C/c2nc3cc(Cl)ccc3c(=O)n2-c2ccc(C)cc2C)cc(OC)c1OC	16.4µM*	10.4%	?
O=C(c1cccs1)N1CCN(c2nc3ccccc3s2)CC1	?	2.5%	?
Cc1[nH][nH]c(=O)c1C	-12.6%	0.7%	-2.4%
Cc1ccc(NC(=O)c2cc(S(=O)(=O)NC3CCCCCC3)ccc2F)cc1F	?	2.6%	?
N#CCCN(C(=O)CN1C(=O)NC2(CCCC2)C1=O)c1ccccc1F	-3.5%	0.0%	-14.2%
CCCNC(=O)c1ccc(N2CCC3(CC2)CC(c2cccc(Br)c2)=NO3)c(NC(=O)c2ccccc2)c1	?	2.7%	23.1µM*
Cc1cc(Cl)ccc1OCC(=O)OC(C)C(=O)NC(N)=O (centres undefined)	-13.7%	5.1%	-1.9%
CCOC(=O)CC(=O)CSc1nc2ccccc2c(=O)n1-c1ccc(C(=O)N2CCOCC2)cc1	-10.0%	5.2%	-8.2%
Cc1ccccc1OCC(=O)NCC(=O)OCc1cccc2ccccc12	-13.5%	0.2%	-0.1%
O=C(Nc1ccnn1C1CCN(Cc2cccc(OCCO)c2)CC1)c1cccc(F)c1	2.5%	3.3%[56.1 µM]	3.0%
O=C1CCC/C1=C/Nc1ccc2c(c1)OCO2	0.6%	7.4%	7.3%
Cc1nc(NC(=O)CSc2nnnn2C)sc1C	0.0%	3.3%	-0.3%
Cc1nc(NN)nc(NCc2ccccc2)n1	5.2%	.	-6.2%
Cc1ccc(C(=O)NCC(c2cccs2)S(=O)(=O)c2cccs2)cc1 (centres undefined)	20.6µM*	5.2%	9.2µM*
COC(=O)/C=c1/s/c(=C(/C#N)C(=O)N2CCCCC2)n(-c2ccccc2)c1=O	-20.4%	0.0%	?
Cc1ccc(C(=O)NC2(C(F)(F)F)N=C3SCCN3C2=O)cc1 (centres undefined)	-4.7%	0.0%	-8.1%
CCOC(=O)c1cnc(SCc2nc(N)nc(Nc3ccccc3)n2)nc1N	16.4µM*	-3.3%	16.4µM*
CCOCCc1nnc(NC(=O)C2CC(=O)N(CCc3ccc(F)cc3)C2)s1 (centres undefined)	4.0%	2.2%	-3.0%
CCOC(=O)C1=C(CC)OC(N)=C(C#N)C1c1ccsc1 (centres undefined)	-21.5%	1.3%	?
COc1cc(C(=O)Nc2ccc(N(C)C)cc2)c([N+](=O)[O-])cc1OC	2.3%	7.4%	-2.3%
Cc1ccc(C(Nc2ccccn2)c2ccc3cccnc3c2O)cc1 (centres undefined)	20.6µM*	.	5.8µM*
Clc1ccc(-c2nnc(NCCN3CCCC3)c3ccccc23)cc1	-22.7%	.	-25.4%
CC(C)OC(=O)CC1C(=O)NCCN1C(=S)NC(=O)CCc1ccccc1 (centres undefined)	4.5%	-4.8%	-2.6%
Nc1cc(C(F)(F)F)cc([N+](=O)[O-])c1N	-17.5%	-2.3%	0.5%
CCOC(=O)CC(NC(=O)CCc1c(C)nc2nc(C)nn2c1C)c1ccc(C)cc1 (centres undefined)	-1.0%	2.3%	1.5%
Cc1ccccc1-c1nc(SCC(=O)N(C)c2ccccc2)c2c(=O)n(C)c(=O)n(C)c2n1	20.6µM*	2.7%	9.2µM*
CC(C)Oc1ccc(CNC(=O)CN2C(=O)c3cccnc3Oc3ccc(Cl)cc32)cc1	16.4µM*	5.0%	18.4µM*
CC(=O)NC(c1ccc(C(C)C)cc1)c1ccc2cccnc2c1O (centres undefined)	2.59µM*	.	1.3µM*
CCOc1cccc(C(=O)Nc2cccnc2)c1	-15.5%	5.2%	-13.0%
O=C(CC1(O)C(=O)Nc2ccc(Br)cc21)c1ccc2c(c1)OCO2 (centres undefined)	25.9µM*	1.0%	?
COc1ccccc1CNC(=O)CCS(=O)(=O)Cc1ccc(C)cc1	?	3.9%	?
COc1cc(-c2nc(-c3ccccc3)c(-c3cccs3)[nH]2)cc(OC)c1OC	16.4µM*	2.0%	23.1µM*
COC(=O)CCN(c1ccccc1)S(=O)(=O)c1cc(-c2cc(C)no2)ccc1C	-23.3%	0.4%	?
CC(C)CCNC(=O)C(=O)Nc1ccc2c(c1)N(S(=O)(=O)c1cccs1)CCC2	5.17µM*	.	3.66µM*
C=CCSc1ncc(C#N)c(N)n1	10.8%	0.7%	-28.8%
COC(=O)C1=C(N)Oc2cc(C)n(Cc3ccco3)c(=O)c2C1c1cccc(Cl)c1 (centres undefined)	4.4%	8.7%	-5.6%
Cc1cccc(NC(=O)CN(C)S(=O)(=O)c2cnc[nH]2)c1C	4.0%&2.9%	-2.5%	13.5%&-4.8%
O=c1c2ccccc2[nH]c(=S)n1CCc1ccccc1	-2.4%	2.8%	-4.3%
Cc1ccc(-c2cc(C(F)F)n3ncc(C(=O)N4CCN(c5ccccn5)CC4)c3n2)cc1	?	7.6%	?
COc1ccc(C2/C(=C(\O)c3ccc4c(c3)OCCO4)C(=O)C(=O)N2Cc2ccco2)c(OC)c1 (centres undefined)	-14.7%	-4.9%	-0.4%
COc1ccc(-c2nc(CS(=O)(=O)CC(=O)NCc3ccccc3Br)c(C)o2)cc1	?	4.9%	?
O=C(O)c1ccc(NCc2ccc(Br)cc2)cc1	-1.9%	0.0%	6.9%
CCO[C@@H]1OC(C(=O)N2CCCCCCC2)=C[C@H](c2ccc3c(c2)OCO3)[C@H]1CCCO	?	1.3%	?
CN1C=CC=C/C1=C1/SC(=S)N(Cc2ccccc2)C1=O	0.6%	-1.1%	5.0%
Nc1nccc(-c2nn(-c3ccc(Cl)cc3)ccc2=O)n1	-11.1%	0.0%	-14.9%
Nc1nc(-c2ccccc2)c(N=Nc2cccc3ccccc23)s1	23.1µM*	10.8%	16.4µM*
COc1ccc(OCCCC(=O)Nc2cc(Cl)ccc2-n2cncn2)cc1	-4.0%	0.3%	-7.5%
COc1ccc(NC(=O)CN(C)C(=O)C2CCCO2)cc1 (centres undefined)	-8.8%	0.3%	13.8%
CCN(CC)C(=O)Cn1c(=O)oc2ccccc21	4.7%	.	-1.3%
CC1CCN(S(=O)(=O)N2CCC(C(=O)NCc3ccc4c(c3)OCO4)CC2)CC1	-20.0%	2.6%	?
COc1ccc2[nH]c(=O)c(-c3nnn(-c4ccccc4)n3)cc2c1	?	6.4%	?
